# Screening results as filed in PubChem.
# proKLK7 act = activates the human kallikrein-7 zymogen. P49862. purified proKLK7, EDANS-DABCYL substrate fluorescence; 100% is mature enzyme control, 0% vehicle. activation, % at 7 µM. 370,000 compounds, 0.9% hits. AID 652039;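 active = activation above the mean of all tested compounds plus 3 SD, computed per campaign excluding outliers beyond control limits, cut at about 13% in these data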
# rCAG RNA binder = molecules binding r(CAG) RNA repeats; r(CAG) RNA repeat, TO-PRO-1 dye displacement fluorescence; inhibition, % at 3 µM; 370,000 compounds, 1.3% hits; AID 651821;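 active = inhibition above the plate cutoff, the mean of all test compounds on that plate plus 3 SD, cut at about 35% in these data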;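 note: 0% = DMSO alone and 100% = 100 µM mitoxantrone as full dye displacement; higher means more dye released from RNA so lower well fluorescence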
# sPLA2-III inh = Inhibits HGIII-sPLA2 liposome hydrolysis, primary screen; 370,000 compounds, 0.56% hits; Q9NZ20; QFRET BODIPY PC-A2 liposome hydrolysis, fluorescence; AID 743126; inhibition, % at 12.2 µM;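 active = inhibition above mean plus 3 SD of compounds lying within the high and low control bounds, cut at about 19% in these data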;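 note: 0% = median of test compound wells and 100% = no enzyme DMSO wells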
# ASAP1 GAP inh = inhibitors of human ASAP1 ArfGAP activity; Q9ULH1; ASAP1-stimulated ARF1 GTP hydrolysis, GDP FP detection; inhibition, % at 16.5 µM; 360,000 compounds, 0.19% hits; AID 624377; in the data active = inhibition above about 25%;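 note: 0% = vehicle with enzyme and substrate and 100% = no enzyme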
# NPR2 activator = GC-B (human) receptor activation. P20594. HEK293-GC-B cells, CNP EC30, cGMP TR-FRET; 0% at EC30 CNP, 100% saturating CNP. activation, % at 10 µM. 370,000 compounds, 0.11% hits;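 active = activation at 10 µM reaching about 35% in either raw or pattern-adjusted values, limit read from the data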
# Target sequence (P20594 whole entry, looked up): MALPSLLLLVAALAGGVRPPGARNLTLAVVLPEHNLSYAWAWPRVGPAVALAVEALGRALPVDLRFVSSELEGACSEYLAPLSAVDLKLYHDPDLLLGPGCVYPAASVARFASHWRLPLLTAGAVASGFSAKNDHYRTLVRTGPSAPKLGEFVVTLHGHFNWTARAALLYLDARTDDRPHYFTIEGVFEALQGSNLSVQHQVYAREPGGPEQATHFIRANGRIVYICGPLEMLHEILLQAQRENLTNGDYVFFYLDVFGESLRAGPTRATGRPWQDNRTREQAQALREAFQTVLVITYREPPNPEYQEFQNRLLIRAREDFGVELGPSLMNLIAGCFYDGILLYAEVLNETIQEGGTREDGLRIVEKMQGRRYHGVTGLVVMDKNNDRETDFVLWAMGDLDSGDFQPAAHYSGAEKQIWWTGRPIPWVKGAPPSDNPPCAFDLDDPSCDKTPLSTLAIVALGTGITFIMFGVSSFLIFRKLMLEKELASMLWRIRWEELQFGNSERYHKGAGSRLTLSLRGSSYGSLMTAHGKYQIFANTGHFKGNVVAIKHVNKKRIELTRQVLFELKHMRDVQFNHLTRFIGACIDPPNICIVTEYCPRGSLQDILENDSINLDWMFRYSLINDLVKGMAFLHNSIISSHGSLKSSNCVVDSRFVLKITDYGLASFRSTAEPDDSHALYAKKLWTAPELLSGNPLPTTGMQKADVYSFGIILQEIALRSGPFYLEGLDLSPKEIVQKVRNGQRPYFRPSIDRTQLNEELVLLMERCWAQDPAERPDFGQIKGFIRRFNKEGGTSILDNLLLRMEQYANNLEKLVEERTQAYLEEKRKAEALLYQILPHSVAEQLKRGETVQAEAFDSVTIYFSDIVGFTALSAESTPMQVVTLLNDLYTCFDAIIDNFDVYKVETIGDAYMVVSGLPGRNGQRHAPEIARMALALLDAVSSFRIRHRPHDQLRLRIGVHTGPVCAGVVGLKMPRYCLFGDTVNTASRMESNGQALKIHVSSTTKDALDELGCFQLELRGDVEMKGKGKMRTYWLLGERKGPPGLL
# GAA850 FXN act = frataxin GAA850 promoter activation; 360,000 compounds, 0.56% hits; activation, % at 6 µM; HEK293 lucGAA850 FXN promoter luciferase reporter, 24 h; percent of 10 µM SAHA response;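 active = activation above the average of all compounds screened plus 3 SD, cutoff fixed separately per campaign, cut at about 7.5% in these data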;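 note: 0% = DMSO wells and 100% = 10 µM SAHA wells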
# ADAM10 inh = inhibitors of human ADAM10. O14672. 370,000 compounds, 0.62% hits. inhibition, % at 7 µM. recombinant ADAM10, EDANS/DABCYL FRET peptide cleavage, 3 h;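 active = inhibition above a per-campaign cutoff equal to the mean of compounds falling between control-based bounds plus 3 SD, cut at about 20% in these data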;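 note: 0% = DMSO wells while the 100% control is not disclosed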
# NPR1 activator = GC-A (human) enzyme activation | P16066 | HEK293 GC-A cells, cGMP TR-FRET, EC30 ANP; 0% at EC30 ANP, 100% saturating ANP | activation, % at 10 µM | 370,000 compounds, 0.14% hits | AID 1671463; in the data active = activation above about 40%
# ARFGAP1 inhibitor = inhibits rat ARF GTPase activating protein 1; Arfgap1-stimulated ARF1 GTP hydrolysis, GDP FP detection; inhibition, % at 16.5 µM; 360,000 compounds, 0.26% hits;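 active = inhibition above a per-plate limit, mean inhibition of low control wells plus 3 SD, cut at about 25% in these data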;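 note: 0% = DMSO wells with enzyme and 100% = wells lacking Arfgap1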
#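 Repeats: one replicate per compound; assay system: rat Arfgap1 catalytic domain, aa 1-136; times: enzyme reaction 120 min at 25 °C after 20 min preincubation; detection: FP of antibody-bound GDP Alexa 633 tracer, ex 620/em 688 nm; benchmarks: high control wells lacking Arfgap1, low control full reaction with DMSO; reagent: human ARF1(Δ1-17)-GTP substrate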
# Tn6 DDE FP = inhibitors of Tn6 peptide binding to human fibrin DD(E). P02675. Fibrin DD(E) TRITC-Tn6 fluorescence polarization displacement. inhibition, % at 8.3 µM. 370,000 compounds, 0.21% hits;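 active = inhibition above a per-campaign cutoff: mean of compounds within control limits plus 3 SD, cut at about 15% in these data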;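 note: 0% = median of all compound wells on the plate and 100% = blocking peptide control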
# An asterisk follows results filed as active; / = no result given.
SMILES,proKLK7 act,rCAG RNA binder,sPLA2-III inh,ASAP1 GAP inh,NPR2 activator,GAA850 FXN act,ADAM10 inh,NPR1 activator,ARFGAP1 inhibitor,Tn6 DDE FP
COc1ccccc1-c1nc(=S)c(C(C)=O)c(C)[nH]1,-0.4,-0.5,-7.5,-3.6,3.0,1.5,5.2,1.6,1.1,5.9
Cc1cccc(C)c1NC(=O)CN1CCN(CC(=O)NCC2(N3CCCCC3)CCCCC2)CC1,-1.6,-8.1,3.0,0.8,0.5,1.9,-8.9,-0.9,-8.3,2.7
Oc1ccccc1C(=S)N1CCCCCC1,0.3,0.0,-0.7,3.8,2.0,2.4,-3.3,3.7,-1.8,-2.0
CCCCCCOc1ccc(N2C(=O)CC(SCCN)C2=O)cc1 (stereo not drawn),0.8,-4.6,-2.8,-1.3,0.1,2.3,8.0,7.0,0.6,6.9
COC(=O)c1ccccc1NC(=O)c1cc(OC)cc(OC)c1,0.6,2.5,-2.2,6.4,1.9,-0.5,9.4,-4.1,1.4,-5.8
CC(=O)N(CCP(=O)(c1ccccc1)c1ccccc1)Cc1ccco1,0.5,-2.7,1.4,-3.8,-7.8,-2.0,1.5,-1.8,3.2,4.0
COC(=O)c1cc(NC(=O)c2cc(-c3ccc(Cl)cc3)oc2C(F)(F)F)ccc1N1CCOCC1,-0.2,13.8,-16.9,5.3,7.7,-2.0,9.8,5.9,11.0,-2.8
CCc1noc(C)c1C(=O)N1CCN(S(=O)(=O)c2ccccc2C(F)(F)F)CC1,-0.2,3.1,10.5,-11.7,2.1,0.8,6.7,1.8,0.6,9.3
CCOC(=O)c1cccnc1SC(CC)C(=O)N1CCOCC1 (stereo not drawn),0.1,-0.4,6.2,4.2,5.8,-0.5,9.3,5.4,4.6,0.9
COc1ccccc1-c1noc2ncnc(Nc3cccc(C)c3)c12,-0.2,-4.4,7.4,-10.1,-12.8,-0.1,-0.1,-6.4,-3.8,-3.0
Cc1ccc(O)c(C(=O)c2cnc3c(c2)c(C)nn3-c2ccccc2)c1,0.4,2.6,1.5,1.0,-1.3,0.9,4.7,-1.4,6.4,0.4
Cn1c(=O)c2c(nc(CN3CCN(c4ccccc4F)CC3)n2CCCc2ccccc2)n(C)c1=O,-0.4,-0.9,-4.8,0.8,0.0,-1.9,0.9,0.3,-2.1,3.1
Cc1csc(SCC(=O)Nc2cc(S(=O)(=O)N(C)C)ccc2C)n1,-0.3,-1.5,7.4,10.6,5.3,-0.2,-8.7,3.6,0.2,1.4
C[C@H]1CN([C@@H](C)CO)C(=O)CCCn2nncc2CO[C@H]1CN(C)S(=O)(=O)c1cccc(C#N)c1,0.6,3.3,-0.1,0.7,4.4,-0.4,-4.4,4.7,12.5,2.9
Cc1n[nH]c2ccc(Br)cc2c1=O,-0.5,-0.3,6.3,-10.8,-5.7,2.0,-14.0,2.6,-13.1,2.7

# Pulled by compound from the entries so far:
SMILES,proKLK7 act,rCAG RNA binder,sPLA2-III inh,ASAP1 GAP inh,NPR2 activator,GAA850 FXN act,ADAM10 inh,NPR1 activator,ARFGAP1 inhibitor,Tn6 DDE FP
CCOC(=O)c1cccnc1SC(CC)C(=O)N1CCOCC1 (stereo not drawn),0.1,-0.4,6.2,4.2,5.8,-0.5,9.3,5.4,4.6,0.9
CCCCCCOc1ccc(N2C(=O)CC(SCCN)C2=O)cc1 (stereo not drawn),0.8,-4.6,-2.8,-1.3,0.1,2.3,8.0,7.0,0.6,6.9
COc1ccccc1-c1nc(=S)c(C(C)=O)c(C)[nH]1,-0.4,-0.5,-7.5,-3.6,3.0,1.5,5.2,1.6,1.1,5.9

# Following part:
SMILES,proKLK7 act,rCAG RNA binder,sPLA2-III inh,ASAP1 GAP inh,NPR2 activator,GAA850 FXN act,ADAM10 inh,NPR1 activator,ARFGAP1 inhibitor,Tn6 DDE FP
CCSc1nc(-c2ccccc2)nc2c1CCCC2,0.9,-0.6,3.9,2.9,-5.8,2.0,5.1,-12.5,4.5,-2.5
CCOC(=O)c1ccc(NC(=O)CSc2nnc(C3CC3)n2CC)cc1,0.1,-3.6,1.9,2.1,0.6,-2.2,-0.5,2.6,3.2,-1.6
CSc1nc(C)c(C(=O)Nc2ccccc2)c(C)c1C#N,-0.8,0.8,-1.1,-0.3,-2.2,-1.8,-0.6,-3.1,0.8,-9.2
CCOC(=O)c1ccccc1OC(=O)CS(=O)c1ccccc1[N+](=O)[O-] (stereo not drawn),0.3,-0.5,-4.9,0.6,-3.0,-0.4,0.4,-5.2,8.3,3.4
Cc1c(-c2ccccc2)[nH]n2c(=O)c3c(nc12)CCCC3,-10.5,1.7,3.9,16.1,-9.2,7.2,-100.3,-2.2,4.8,-1.2
Cc1cc(OCC(=O)NCCc2ccc(S(N)(=O)=O)cc2)c2c(C)cc(=O)oc2c1,9.2,4.9,3.0,7.8,-5.0,2.8,-409.4,2.2,10.1,13.8
COc1ccccc1C(=O)Nc1nnc([C@H]2C[C@H](O)[C@@H](CO)O2)s1,0.0,3.1,9.7,8.6,-4.6,2.3,-9.6,-1.7,-1.8,-4.9
Nc1nc(NCc2ccc(Cl)cc2)nc(NCCO)c1[N+](=O)[O-],-0.4,-1.7,13.7,0.8,1.7,4.6,-0.2,9.8,9.8,1.4
CCOc1ccc(NC(=O)CC2S/C(=N/N=C3CCCCCC3)NC2=O)cc1 (stereo not drawn),-0.4,3.4,-6.5,8.0,-5.7,2.4,-3.4,-2.9,-5.6,-2.6
O=C(COC(=O)C1CCN(S(=O)(=O)c2ccccc2C(F)(F)F)CC1)NCc1ccc(F)cc1,-0.4,0.4,-13.6,-1.6,-1.8,0.2,1.3,2.0,-0.2,1.9
COc1ccc2nc(NC(=O)c3cccc(OCc4c(C)noc4C)c3)sc2c1,0.0,3.7,0.3,-2.2,-3.4,-2.9,-0.9,4.3,-0.9,0.8
Cc1ccc(NCc2ccccc2O)cc1C,-0.5,-1.2,4.3,5.1,-0.2,3.3,0.6,3.1,8.3,3.0
COc1cccc(NC(=O)Nc2cccn(Cc3ccccc3)c2=O)c1,0.4,3.7,-25.3,12.4,4.8,-0.5,-13.4,4.4,10.4,-5.3
COc1cccc(N(CC(=O)N2CCCCCC2)S(C)(=O)=O)c1,-0.5,-1.7,-1.6,13.5,0.6,0.5,0.8,2.0,-8.7,4.6
O=C(Nc1cccc(S(=O)(=O)N2CCCCC2)c1)c1ccccn1,0.0,-0.5,-1.2,5.8,0.8,1.0,-3.8,-0.1,2.5,6.2
C[C@H]1[C@@H](OC(=O)NCc2ccc(C(F)(F)F)cc2)CC[C@@]23CCCN2C(=O)CCC[C@@H]13,/,/,2.2,/,-2.5,/,5.5,-2.7,/,-3.5
Cc1nnc(SCC(=O)Nc2nsc(-c3ccccc3)n2)s1,2.1,-1.8,-2.1,0.6,-10.9,1.8,-23.3,2.1,-9.9,-5.7
CCC(C)NC(=O)c1ccc(CSc2nc3ccncc3n2Cc2ccc(F)cc2)cc1 (stereo not drawn),-0.4,0.9,-1.3,4.5,4.7,-1.9,10.6,0.7,4.6,-6.8
CC(=O)CCC(=O)NCCc1ccccc1F,0.1,3.7,5.3,3.9,5.4,0.8,1.9,6.7,0.1,6.6
O=c1c2nnn(-c3cccc(F)c3)c2ncn1Cc1ccccn1,0.3,-2.1,-0.1,-6.3,-1.4,1.8,-3.6,-2.1,-6.0,0.8
COc1ccc(/C=C(/NC(=O)c2ccco2)C(=O)NCCc2ccccc2)cc1,-0.1,-8.5,12.8,-6.8,-1.1,0.8,6.6,3.0,3.5,3.1
Cc1cc2c(cc1C)C(=O)NC(C)(C)C2,0.6,-0.2,0.2,-9.9,1.1,-1.2,10.7,-0.3,4.6,-5.8
CN(Cc1ccccc1)C(=O)c1cccc(N2C(=O)C3CC=CCC3C2=O)c1 (stereo not drawn),0.4,3.8,-4.4,-5.9,6.6,-1.7,2.5,1.0,6.8,1.6
CCOC(=O)[C@]12CCCCC/C=C\1N(Cc1ccc(OC)cc1)C(=O)[C@H]2CC(=O)NCc1ccc(C)o1,0.8,3.9,-4.4,/,12.4,/,-0.2,-1.4,/,7.2
COc1ccc(S(=O)(=O)Oc2ccc(C(=S)N3CCOCC3)cc2OC)cc1,0.3,-1.3,11.3,9.9,-0.6,1.1,-4.4,2.8,8.8,1.5
CCOc1cccc(CNCCO)c1OCc1ccc(Cl)cc1,0.2,4.1,-11.8,-1.8,-11.6,0.8,-1.9,-8.3,13.2,1.6
COc1ccc(OC)c(NC(=O)CN(Cc2ccc(F)cc2)C2CCCCC2)c1,0.6,-0.3,-8.9,14.6,-3.6,0.3,11.5,-7.6,-4.2,2.5
CN(C)C(=O)Nc1ccc(F)cc1F,0.0,-1.4,3.7,6.0,1.8,-0.7,-3.0,0.6,12.3,-5.5
CC(C)c1ccc(NC(=S)NCc2cccs2)cc1,0.2,-2.4,-9.2,0.5,3.7,2.3,6.4,-0.2,-2.0,5.2
CC1(C)CC(NC(=O)Cc2ccc(Cl)cc2)CC(C)(C)N1,1.1,1.1,-0.4,-4.3,-1.3,0.2,1.4,-1.0,1.5,9.3
O=C(COc1ccc2c(c1)OCO2)NC12CC3CC(CC(C3)C1)C2,-0.3,-8.1,-1.9,10.7,-4.6,4.4,5.7,1.4,-12.4,3.0
COc1ccccc1N1CCN(C(=O)c2ccncc2)CC1,0.1,-0.8,-5.6,-4.0,-0.8,2.4,-2.8,0.1,-8.8,4.8
COc1ccccc1NCC(=O)N/N=C/C=C/c1ccccc1,-1.0,2.1,8.2,7.4,-7.9,4.3,5.5,1.1,10.3,-1.1
O=C(N/N=C/c1ccc2c(c1)OCO2)C(=O)Nc1cccc(Cl)c1,-0.8,-2.1,2.2,2.9,1.2,3.4,-0.2,-4.2,5.0,-3.1
O=C(NCC(c1ccco1)N1CCN(c2ccccc2)CC1)C(=O)NC1CC1 (stereo not drawn),-0.1,-4.1,16.1,2.6,3.3,1.6,-9.4,-4.4,-3.7,-0.6
CCc1nn2c(=O)c(S(=O)(=O)Nc3ccc(C(C)C)cc3)c(C)nc2s1,0.3,1.0,-1.9,-3.2,-1.8,0.5,-11.5,-1.8,5.3,4.3
Cc1cc(C(=O)N/N=C/c2cccnc2)cs1,-0.8,4.3,8.0,-1.5,-1.2,2.1,-8.0,-0.1,-3.6,-8.3
CN(C)C(=O)c1nc2ccc(Cl)cn2c1CNCc1cccc(OC(F)(F)F)c1,-0.3,-5.8,-7.5,-2.9,2.7,0.6,-3.8,-0.2,3.4,11.3
Cc1cc2ncn(CS(C)(=O)=O)c2cc1C,0.0,-1.9,13.4,3.9,1.9,2.0,-18.1,-0.6,-14.1,-8.3
O=C(c1ccco1)N1CCN(Cc2ccc(F)cc2)CC1,-0.2,-4.3,6.5,-10.7,-1.2,1.6,-7.5,-0.7,-2.8,5.5
O=C(COC(=O)/C=C/C(=O)OCC(=O)NC12CC3CC(CC(C3)C1)C2)NC12CC3CC(CC(C3)C1)C2,-0.3,-2.1,10.3,2.6,-3.5,-0.4,-4.4,1.1,3.6,-5.4
CCOc1ccccc1NC(=O)COC(=O)C1CC(=O)N(c2c(C)cccc2C)C1 (stereo not drawn),-0.1,0.4,-6.8,-17.8,-3.6,0.6,-4.8,-1.2,6.9,5.7

# Hits appear at their usual frequency; about 4.5% have a hit in one of these screens.
